Screens deposited in PubChem BioAssay by National Center for Advancing Translational Sciences (NCATS).
TRPV1 ag: human TRPV1 agonism. Q8NER1. TRPV1-expressing cells, Fluo-8 calcium influx, agonist mode. activation, % at 8.33 µM. 320,000 tested, 0.19% active; in the data active = activation above about 80%; inconclusive = between about 30% and that limit; also: 0% is about no effect
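Cells expressing TRPV1 were dye-loaded with Fluo-8 and read kinetically: 10 s baseline, 3 min after compound (agonist portion), then 2 min after EC20 capsaicin (allosteric enhancer portion). Calcium-bound dye fluorescence at 480/520 nm.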
PKM2 activator: activators of human pyruvate kinase M2; P14618; purified PKM2, Kinase-Glo ATP luminescence, activation; response scale: 0% is enzyme alone, no compound; Potency, µM (highest dose often 57.5 µM), for inactives: at the highest dose activation, actives largely listed as activators; 260,000 tested, 0.34% active; AID 1631; also: potency is read from the fitted curve at half-maximal effect; % is scaled to controls: 0 for no effect and ±100 for the full control effect; nearly all actives have a fitted effect of over 55% in size
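hPK-M2, >95% pure; 0.1 mM ADP / 0.5 mM PEP final; imidazole pH7.2 buffer w/ 7 mM MgCl2, 50 mM KCl; 1 h RT; Kinase-Glo lum. Intermediate enzyme activity for dual inhibitor/activator qHTS.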
CXXC DNA block: inhibitors of human MLL CXXC domain-DNA interaction; Q03164; MLL-CXXC / FITC-HOXA9 DNA fluorescence polarization; Potency, µM (series often up to 115 µM), for inactives: top-dose activity change, negative = inhibition, hits mostly inhibitors; 290,000 tested, 0.037% active; active = well fitted inhibition curve with a large enough effect in the polarisation, with a control signal flat, not every such curve was filed as active; inconclusive = small, poorly fitted or top-dose-only effect, or effect the other way, or a change in a side signal; inactive = no such curve, though single readings can be large or run the other way; the % refers to the polarisation; also: potency is read from the fitted curve at half-maximal effect
Target sequence (Q03164 whole entry, looked up, the tested form may be a part): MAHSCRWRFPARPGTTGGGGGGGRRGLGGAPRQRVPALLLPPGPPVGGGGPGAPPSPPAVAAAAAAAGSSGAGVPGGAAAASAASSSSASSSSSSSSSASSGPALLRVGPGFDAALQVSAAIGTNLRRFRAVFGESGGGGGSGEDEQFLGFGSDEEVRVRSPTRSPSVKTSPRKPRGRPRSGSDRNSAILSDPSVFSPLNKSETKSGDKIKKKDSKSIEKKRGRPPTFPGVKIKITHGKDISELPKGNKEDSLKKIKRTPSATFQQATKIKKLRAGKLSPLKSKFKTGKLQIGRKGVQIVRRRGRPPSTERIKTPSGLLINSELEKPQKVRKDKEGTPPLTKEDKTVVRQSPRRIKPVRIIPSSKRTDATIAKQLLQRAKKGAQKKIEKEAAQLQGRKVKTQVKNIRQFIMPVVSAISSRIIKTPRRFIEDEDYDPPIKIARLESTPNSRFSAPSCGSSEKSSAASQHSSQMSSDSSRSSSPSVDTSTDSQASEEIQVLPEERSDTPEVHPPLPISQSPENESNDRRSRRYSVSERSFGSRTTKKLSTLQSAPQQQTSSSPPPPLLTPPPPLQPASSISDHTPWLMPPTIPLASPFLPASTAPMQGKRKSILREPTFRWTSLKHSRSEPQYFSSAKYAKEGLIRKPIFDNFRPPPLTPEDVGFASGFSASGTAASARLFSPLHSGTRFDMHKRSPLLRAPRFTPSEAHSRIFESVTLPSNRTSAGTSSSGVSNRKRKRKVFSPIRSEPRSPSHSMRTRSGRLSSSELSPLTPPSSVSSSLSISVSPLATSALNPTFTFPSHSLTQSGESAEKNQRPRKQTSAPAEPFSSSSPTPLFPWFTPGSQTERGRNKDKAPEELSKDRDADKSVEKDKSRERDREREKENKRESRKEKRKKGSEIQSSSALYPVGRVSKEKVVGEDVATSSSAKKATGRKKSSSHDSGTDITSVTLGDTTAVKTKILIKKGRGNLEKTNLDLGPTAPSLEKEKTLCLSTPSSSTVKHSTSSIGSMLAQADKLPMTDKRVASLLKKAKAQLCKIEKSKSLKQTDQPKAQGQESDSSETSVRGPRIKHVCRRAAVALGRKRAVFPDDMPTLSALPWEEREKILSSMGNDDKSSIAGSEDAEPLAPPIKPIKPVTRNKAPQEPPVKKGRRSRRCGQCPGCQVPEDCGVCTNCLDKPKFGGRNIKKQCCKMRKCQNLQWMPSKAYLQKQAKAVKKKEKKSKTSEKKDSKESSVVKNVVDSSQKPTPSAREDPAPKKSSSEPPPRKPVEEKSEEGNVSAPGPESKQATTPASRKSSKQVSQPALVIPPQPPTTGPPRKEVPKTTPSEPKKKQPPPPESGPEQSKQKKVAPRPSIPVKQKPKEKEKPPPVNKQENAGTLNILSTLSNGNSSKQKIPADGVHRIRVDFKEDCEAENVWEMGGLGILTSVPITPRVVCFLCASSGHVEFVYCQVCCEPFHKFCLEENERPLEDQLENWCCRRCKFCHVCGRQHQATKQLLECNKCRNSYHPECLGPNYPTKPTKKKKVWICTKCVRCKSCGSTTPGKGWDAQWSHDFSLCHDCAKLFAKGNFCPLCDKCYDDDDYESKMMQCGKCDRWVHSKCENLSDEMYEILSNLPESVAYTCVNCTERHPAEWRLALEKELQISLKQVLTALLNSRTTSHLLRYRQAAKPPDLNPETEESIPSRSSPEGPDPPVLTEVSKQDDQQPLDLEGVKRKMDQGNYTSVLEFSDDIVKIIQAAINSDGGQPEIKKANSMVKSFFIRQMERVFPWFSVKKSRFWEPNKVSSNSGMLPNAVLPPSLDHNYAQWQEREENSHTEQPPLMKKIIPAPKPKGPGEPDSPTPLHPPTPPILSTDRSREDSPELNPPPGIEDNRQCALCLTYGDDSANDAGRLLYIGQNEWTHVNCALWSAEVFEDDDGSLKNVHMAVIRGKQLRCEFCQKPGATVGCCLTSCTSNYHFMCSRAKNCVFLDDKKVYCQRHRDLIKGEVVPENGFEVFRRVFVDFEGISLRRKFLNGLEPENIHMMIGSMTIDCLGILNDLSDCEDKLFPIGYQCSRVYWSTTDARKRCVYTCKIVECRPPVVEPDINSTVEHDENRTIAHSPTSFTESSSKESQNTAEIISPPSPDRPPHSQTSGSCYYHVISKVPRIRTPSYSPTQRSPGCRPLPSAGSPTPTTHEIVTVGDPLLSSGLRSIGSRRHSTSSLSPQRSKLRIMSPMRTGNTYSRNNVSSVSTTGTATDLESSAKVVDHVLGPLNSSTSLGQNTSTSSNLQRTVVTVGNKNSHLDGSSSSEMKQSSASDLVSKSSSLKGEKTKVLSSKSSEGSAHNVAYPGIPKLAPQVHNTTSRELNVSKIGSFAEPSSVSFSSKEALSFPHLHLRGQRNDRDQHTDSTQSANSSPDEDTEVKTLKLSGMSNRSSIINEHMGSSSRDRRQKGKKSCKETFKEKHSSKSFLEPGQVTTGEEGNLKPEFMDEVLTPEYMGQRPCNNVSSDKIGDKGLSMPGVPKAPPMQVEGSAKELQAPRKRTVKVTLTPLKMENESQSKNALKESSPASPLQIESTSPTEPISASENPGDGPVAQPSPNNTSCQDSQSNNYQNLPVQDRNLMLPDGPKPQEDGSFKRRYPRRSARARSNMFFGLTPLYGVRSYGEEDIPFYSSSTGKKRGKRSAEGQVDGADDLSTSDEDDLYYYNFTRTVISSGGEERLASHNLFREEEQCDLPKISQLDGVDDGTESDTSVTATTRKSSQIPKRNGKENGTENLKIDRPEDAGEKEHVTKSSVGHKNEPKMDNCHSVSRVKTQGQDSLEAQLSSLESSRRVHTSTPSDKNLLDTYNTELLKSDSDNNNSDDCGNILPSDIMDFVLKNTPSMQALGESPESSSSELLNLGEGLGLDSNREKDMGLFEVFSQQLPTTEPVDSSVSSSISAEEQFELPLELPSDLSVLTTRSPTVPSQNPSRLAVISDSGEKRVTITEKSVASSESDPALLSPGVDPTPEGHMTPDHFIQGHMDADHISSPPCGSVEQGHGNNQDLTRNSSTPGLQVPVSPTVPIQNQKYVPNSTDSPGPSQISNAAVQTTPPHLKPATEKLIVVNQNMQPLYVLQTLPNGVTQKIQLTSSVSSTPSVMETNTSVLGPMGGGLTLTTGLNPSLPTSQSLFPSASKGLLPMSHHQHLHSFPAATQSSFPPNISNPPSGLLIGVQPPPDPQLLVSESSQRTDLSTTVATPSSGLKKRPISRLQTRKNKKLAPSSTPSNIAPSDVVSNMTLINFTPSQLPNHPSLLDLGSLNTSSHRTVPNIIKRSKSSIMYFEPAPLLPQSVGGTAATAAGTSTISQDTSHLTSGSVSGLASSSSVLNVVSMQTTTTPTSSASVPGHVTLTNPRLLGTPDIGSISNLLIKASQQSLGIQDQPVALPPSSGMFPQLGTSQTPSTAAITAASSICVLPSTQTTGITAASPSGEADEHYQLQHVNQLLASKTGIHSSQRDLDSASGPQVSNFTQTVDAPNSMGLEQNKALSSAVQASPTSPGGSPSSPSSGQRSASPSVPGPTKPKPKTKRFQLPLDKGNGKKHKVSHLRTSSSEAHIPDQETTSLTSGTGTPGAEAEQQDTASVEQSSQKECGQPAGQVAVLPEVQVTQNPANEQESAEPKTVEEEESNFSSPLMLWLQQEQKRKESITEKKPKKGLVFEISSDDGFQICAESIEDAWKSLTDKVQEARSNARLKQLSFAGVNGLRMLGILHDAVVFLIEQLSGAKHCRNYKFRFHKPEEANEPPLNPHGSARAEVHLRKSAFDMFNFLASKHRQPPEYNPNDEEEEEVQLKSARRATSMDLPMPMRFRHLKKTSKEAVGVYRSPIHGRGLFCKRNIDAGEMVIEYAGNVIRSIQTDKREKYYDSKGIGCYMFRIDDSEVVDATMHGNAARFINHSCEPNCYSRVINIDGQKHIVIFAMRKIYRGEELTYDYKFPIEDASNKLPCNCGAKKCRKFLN
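Purified MLL-CXXC (added from a 7 uM solution) was preincubated 5 min at ambient with pinned compounds in 50 mM Tris-HCl pH 7.5, 50 mM NaCl, 1 mM DTT, 0.05% BSA. Fluorescein-labeled HOX-A9 DNA (50 nM solution) followed, 30 min, then polarization read.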
KCNH2 3.1 inh: blocks the human KCNH2 3.1 channel isoform; U2OS KCNH2 3.1, thallium flux FluxOr; active compounds read low; activity change, % (tested at about 1.8 µM); 340,000 tested, 0.95% active; AID 720553;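 active = maximum activity change below -70%; inconclusive = maximum activity change from -70% to -50%; inactive = maximum activity change above -50%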;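 also: thallium influx rate constant from kinetic fluorescence after stimulation buffer; % is scaled to controls: 0 for no effect and ±100 for the full control effect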
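Channel expression came from 3.1 mutant virus (1.77 x 10^8 /mL) applied to suspended U2OS cells for 4 h. Flux was tracked with FluxOr dye plus Red40 quencher, and kinetic rate constants normalized to controls.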
B2AR arrestin: agonists driving beta-arrestin recruitment to human beta2-adrenergic receptor. 330,000 tested, 0.02% active. beta-arrestin recruitment to beta2AR, cell-based reporter. P07550. Potency, µM (top dose mostly 46.1 µM), without a hit: top-dose activation, usual class: activators;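 also: potency is read from the fitted curve at half-maximal effect; 0% = DMSO controls and full agonism = EC100 isoproterenol or metaproterenol; nearly all actives have a fitted effect of over 65% in size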
USP2a inh: blocks human ubiquitin-specific protease USP2a | O75604 | USP2 core, Ub-CHOP2 coupled fluorogenic reporter, 485/531 | Potency, µM (doses to about 38.3 µM), inactives show at the highest dose activity change, negative = inhibition, hits mostly inhibitors | 330,000 tested, 0.01% active | AID 463254;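 also: potency is read from the fitted curve at half-maximal effect; plate controls were DMSO wells for no effect and full inhibition by NEM control for full effect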
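USP2 core (10nM final) preincubated 30min RT with compound in 20mM Tris-HCl pH 8.0, 2mM CaCl2, 2mM beta-mercaptoethanol, 0.05% CHAPS; 25nM Ub-CHOP2 plus 25nM reporter substrate added, fluorescence (Ex485/Em531) read after 60min.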
GALK inh: galactokinase (human) inhibition; Potency, µM (doses to about 57.5 µM), without a hit: at the highest dose activity change, negative = inhibition, hits mostly inhibitors; P51570; 270,000 tested, 0.007% active; Purified GALK, Kinase-Glo residual ATP luminescence; also: potency is read from the fitted curve at half-maximal effect; % is scaled to controls: 0 for no effect and ±100 for the full control effect
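The enzyme phosphorylates galactose (100 uM) using ATP (35 uM); inhibition is detected as higher residual ATP, quantified by bioluminescence after 1 h reaction at room temperature, pH 8.0.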
Menin-MLL TR inh: inhibitors of human menin-MLL interaction, mutant MLL peptide; 270,000 tested, 0.23% active; Potency, µM (doses to about 61.6 µM), without a hit: at the highest dose FP activity change, negative = inhibition, hits mostly inhibitors; AID 1768; Menin + Texas Red MLL mutant peptide, fluorescence polarization; O00255; active = well fitted inhibition curve with a large enough effect in the polarisation, with a control signal flat, not every such curve was filed as active; inconclusive = small, poorly fitted or top-dose-only effect, or effect the other way, or a change in a side signal; inactive = no such curve, though single readings can be large or run the other way; the % refers to the polarisation; also: potency is read from the fitted curve at half-maximal effect; % of control where 0% means no effect; many of its hits are not listed in these tables
Giardia kill: Giardia lamblia killing | Giardia lamblia trophozoite viability | activity change, % at 7.66 µM, hits read low | 340,000 tested, 0.15% active; in the data active = activity change below about -80%; inconclusive = between about -30% and that limit;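 also: parasites exposed to compound for two days anaerobically before the ATP read; % is scaled to controls: 0 for no effect and ±100 for the full control effect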
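Luminescence from cellular ATP indicates surviving trophozoites (100 cells/well) following 48 hrs anaerobic compound treatment at 37 deg C; signal develops 15-30 min at room temperature.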
KCNH2 WT inh: KCNH2 (human, wildtype) channel inhibition | Q12809 | U2OS, BacMam KCNH2, thallium flux FluxOr; active compounds read low | activity change, % at 1.84 µM | 340,000 tested, 0.37% active | AID 720551;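 active = maximum activity change below -70%; inconclusive = maximum activity change between -70% and -50%; inactive = maximum activity change above -50%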; also: % is scaled to controls: 0 for no effect and ±100 for the full control effect
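U2OS cells transduced with wild-type KCNH2 virus are loaded with FluxOr dye for 45 min, and thallium flux is measured in kinetic reads before and after stimulation buffer. Rate constants are normalized to DMSO controls.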
FBPA coupling cs: coupling enzyme interference in Giardia aldolase counter-screen. coupling enzyme system counterscreen, AmpLite Red fluorescence. activity change, negative = inhibition, % at 58.2 µM, hits read low. 290,000 tested, 0.67% active; in the data active = activity change below about -30%; also: % is scaled to controls: 0 for no effect and ±100 for the full control effect
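Activity here indicates interference with the coupling reaction, not aldolase inhibition. Compounds at 57.5 uM final met coupling enzymes for 10 min at RT; substrate and AmpLite Red detection followed, with a 525/598 nm fluorescence read after 20 min.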
* = called active by the depositor; ? = inconclusive; nt = no result given; & = joins results of further samples; [ ] = remark or other dose. Unless noted, calls follow the shape of the dose curve; as a rule, active = well fitted curve in the direction sought with a large enough effect; inconclusive = small, poorly fitted or top-dose-only effect, or another doubt; inactive = no such curve, though single readings can be large; an effect the other way counts as inactive or inconclusive. The list is partial. The share of hits here may be higher or lower than overall.

mol,Giardia kill,B2AR arrestin,FBPA coupling cs,Menin-MLL TR inh,CXXC DNA block,KCNH2 3.1 inh,USP2a inh,PKM2 activator,KCNH2 WT inh,TRPV1 ag,GALK inh
COc1ccc(OC)c(CN2CCN(CC(=O)Nc3ccccc3C(=O)NC3CC3)CC2)c1,3,-0.3%,nt,nt,nt,-70*,1%,nt,-79*,4,nt
N#CC(C#N)=CNc1cccnc1,7,-0.1%,3,nt,2%,-22,3%,0%,-9,-1,6%
CCC(=O)N1N=C(c2cccc(NS(C)(=O)=O)c2)CC1c1cccs1 (stereo not given),-5,2.2%,8,-11%,0%,3,-2%,29%,4,1,-1%
Cn1c(SCc2cccc(F)c2)nnc1-c1ccccn1,1,-1.7%,-3,-6%,2%,-8,0%,-1%,-8,19,-1%
Brc1ccc(-c2nnc(Cc3ccccc3)o2)cc1,11,0.6%,0,nt,7%,4,3%,8%,-2,?,-3%
CCn1c(SCc2cccc(F)c2)nc2c(c1=O)SCC2,14,-0.2%,6,-6%,2%,7,-2%,6%,-2,-1,1%
CCOc1ccc(-n2c(SCC(=O)Nc3ccc(C(=O)O)cc3)nc3ccccc3c2=O)cc1,23,-0.7%,14,?,6%,-3,1%,nt,7,4,0%
Cc1cc(/C=N/NC(=O)Cn2c3ccccc3c(=O)c3ccccc32)c(C)n1-c1ccccc1,-16,0.0%,3,21%,19%,-10,0%,1%,0,4,nt
CCOc1ccc(NC(=O)CC2NCCNC2=O)cc1 (stereo not given),-2,0.2%,1,3%,6%,4,1%,4%,0,1,-1%
CCCC(=O)Oc1ccc(C2NC(=O)c3ccccc3O2)cc1OC (stereo not given),-21,-0.5%,2,-5%,29%,-7,1%,-1%,-1,2,-6%
CCSC1=NCCN1C(=O)c1ccc(S(=O)(=O)N(CC)CC)cc1,-25,-0.2%,2,-1%,-1%,-6,1%,-1%,-4,0,0%
O=C(CSc1ccccc1)N1CCc2ccccc21,8,0.3%,-1,nt,-3%,-24,-2%,0%,-9,28,-1%
CC(=O)Nc1ccn(Cc2c(F)cccc2Cl)n1,9,-0.2%,1,10%,0%,5,0%,1%,3,0,1%
Cc1c(C(=O)NC2CCOC2)oc2c(F)cccc12 (stereo not given),-1,3.7%,1,8%,16%,2,2%,nt,-1,4,-1%
COc1ccc2oc(=O)c(N3C(=O)c4ccccc4C3=O)cc2c1,-10,-0.3%,1,nt,7%,25,18%,-2%,0,2,-2%
COCCNC(=O)C(C(=O)c1ccc(F)cc1)n1cc(C)ccc1=O (stereo not given),-9,-0.1%,-9,-14%,7%,-30,3%,-3%,nt,2,-1%
Cc1cc(C)cc(NC(=O)N2CCNC(=O)C2CC(=O)Nc2cc(Cl)ccc2Cl)c1 (stereo not given),-3,-0.7%,nt,nt,38%[activator],-11,-3%,1%,-12,14,-4%
Cc1cc(C)n2nc(SCC(=O)c3cccs3)nc2n1,-7,0.3%,1,5%,0%,-10,-1%,-1%,-8,-2,6%
CCN(Cc1ccc(NC(C)=O)cc1)CC1CCCN(CCc2cccc(F)c2)C1 (stereo not given),-1,-0.7%,0,4%,-9%,-27,1%,-1%,50,3,-1%
CCc1nnc(NC(=O)CN2CCN(c3ccccc3OC)CC2)s1,11,0.3%,0,?,-1%,6,-2%,-8%,3,1,4%

Going on with the list.
mol,Giardia kill,B2AR arrestin,FBPA coupling cs,Menin-MLL TR inh,CXXC DNA block,KCNH2 3.1 inh,USP2a inh,PKM2 activator,KCNH2 WT inh,TRPV1 ag,GALK inh
Cc1n[nH]c(C)c1S(=O)(=O)N(CC(=O)NC1CCCC1)c1ccc(C(C)C)cc1,-7,-0.9%,2,-1%[11.7 µM],7%,5,1%,-3%,4,nt,2%
NC(=O)c1ccccc1NC(=O)COC(=O)CSCc1cccc(Cl)c1,0,-0.3%,nt,nt,nt,-10,4%,nt,3,nt,nt
COc1ccc(NC(=O)CN(C)C(=O)c2cc3c(s2)CCCCC3)cc1,-23,-0.1%,nt,nt,0%,6,0%,-13%,2,21,-4%
COc1cccc(CN(C)CC(=O)NCc2ccccc2Cl)c1,21,-0.8%,5,-7%,2%,-4,0%,0%,0,-5,-1%
CCCCNC(=O)NS(=O)(=O)c1ccc(NC(=O)CCC(=O)c2cccs2)cc1,-2,-0.2%,1,-3%,-10%,2,1%,nt,3,3,-1%
C/C(=N\NC(=O)c1ccncc1)c1cccnc1,-18,0.1%,-1,17%,4%,1,3%,-10%,-3,?,2%
COC(=O)CN(c1cc([N+](=O)[O-])ccc1OC)S(C)(=O)=O,?,0.3%,4,1%,-6%,6,5%,-29%,-8,-6,1%
S=c1[nH]nc(COc2cccc3ccccc23)n1Cc1ccccc1,-11,-0.7%,-1,nt,5%,0,1%,1%,3,3,0%
CSc1ccc(/C=C(\NC(=O)c2ccccc2)C(=O)NN)cc1,15,0.0%,0,nt,-3%,-12,-8%,-4%,10,2,1%
O=C(CSc1ccc([N+](=O)[O-])cc1)Nc1ccccc1N1CCOCC1,-1,0.0%,nt,nt,nt,-2,3%,nt,-1,nt,nt
CCCn1c2ccc(C)cc2c2n[nH]c(=S)nc21,15,2.7%,1,9%,4%,-2,1%,nt,4,-4,-2%
COc1ccc(-n2cnc3cc(NS(=O)(=O)c4ccc(C)cc4)ccc32)cc1,nt,0.1%,-3,7%,15%,nt,4%,1%,nt,-3,-4%
Cc1cc(=O)oc2cc(OCC(=O)NCc3ccncc3)ccc12,-3,0.0%,1,-16%,-3%,-1,-1%,-7%,-19,0,-2%
CC(C)OC(=O)CC(=O)CSc1nc2c(cc1C#N)CCC2,-21,0.2%,-2,5%,7%,2,1%,5%,0,4,3%
COc1ccc(-c2cc(COc3ccccc3)on2)cc1,-13,0.0%,1,30%,2%,2,0%,-1%,-11,13,1%
COc1ccc(C(=O)NCCc2c[nH]c3ccccc23)cc1[N+](=O)[O-],2,-1.7%,1,16%,9%,-9,1%,2%[11.5 µM],3,20,-4%
CN(C)C(=O)CCc1ccc2c3c([nH]c2c1)[C@]1(C)[C@@H](C(=O)N2CCOCC2)C[C@H](CC(=O)NCCC2=CCCCC2)C(=O)N1CC3,-9,-0.9%,nt,nt,nt,7,0%,nt,-3,nt,nt
Cc1ncsc1CCOC(=O)C1C2CC3CC(C2)CC1C3 (stereo not given),10,-0.1%,0,-10%,9%,nt,3%,5%,-12,?,2%
O=C(O)CCCC(=O)Nc1ccc(C(=O)N2CCCCC2)c(Cl)c1,19,-0.1%,1,-6%,-1%,14,-1%,7%,-2,1,-2%
Cc1cccc(C(=O)c2ccccc2C(=O)O)c1O,-21,-0.9%,5,13%,?,1,-1%,1%,11,0,-3%

Later entries
mol,Giardia kill,B2AR arrestin,FBPA coupling cs,Menin-MLL TR inh,CXXC DNA block,KCNH2 3.1 inh,USP2a inh,PKM2 activator,KCNH2 WT inh,TRPV1 ag,GALK inh
O=[N+]([O-])c1cc([N+](=O)[O-])c(Oc2cncc(Cl)c2)cc1NC1CCCCCCC1,-15,-0.8%,-4,8%,-4%,19,0%,2%,-14,0,nt
O=C(Cn1c(=O)oc2cc(S(=O)(=O)N3CCCCCC3)ccc21)NC1CCCCC1,?,0.4%,3,?,6%,12,0%,26%,4,-1,2%
O=C(NC1CCN(S(=O)(=O)c2ccccc2)CC1)C1CCCCC1,6,-0.4%,1,-5%,-1%,5,-1%,-1%,5,1,-1%
Cc1ccc2cc(C)c(SCC(=O)Nc3ccc(S(=O)(=O)N4CCCC4)cc3)nc2c1,-1,0.0%,2,nt,10%,-100*,-13%,3%,-12,9,1%
COc1cc(NC(=S)N2CCC(C(N)=O)CC2)cc(OC)c1,-4,0.1%,0,-15%,37%[activator],14,4%,-1%,1,3,2%
O=C(NCC(=O)N1CCN(S(=O)(=O)c2ccccc2)CC1)c1ccc(Br)o1,-8,-0.2%,nt,nt,nt,16,2%,nt,-3,0,nt
C#CC1(NC(=O)NC(=O)c2c(F)cccc2F)CCCCC1,7,0.1%,3,nt,-3%,9,3%,-4%,1,18,-2%
CC(C)(C)CC(=O)Nc1cc(S(=O)(=O)N2CCCCCC2)ccc1Cl,11,-1.3%,-4,-16%,3%,7,2%,5%,2,18,3%
CN(C)c1nc(N2CCN(c3ccc(F)cc3)CC2)c(C#N)c(=O)o1,7,0.0%,4,4%,0%,-14,-6%,5%,-7,5,1%
CCOC(=O)N1CCN(C(=O)CSc2nnc(CNC(=O)c3ccccc3F)o2)CC1,-11,0.4%,2,nt,-3%,5,2%,2%,-14,-2,-2%
COC(=O)[C@H]1C[C@@H]1[C@H](N)c1ccccc1,0&-4,0.0%,0&0,12%&9%,4%,-1,6%,-2%&-1%,2,-1,nt
